TRPC6 inh = mouse TRPC6 channel inhibitors, primary screen, cell-based, HEK293, membrane potential dye. ACh-evoked depolarization; hits give low values. B-score at 10 µM. 310,000 compounds, 1.1% hits;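 active means B-score under library mean minus 3 SD, initial fluorescence not abnormally high, positive integrated signal ratio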;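 further: B-score derived from integrated fluorescence ratio over the kinetic read; more negative B-score means stronger inhibition of depolarization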
MrgX1 PAM = positive allosteric modulators of MrgX1, primary screen, HEK293 cells, Fluo-4 calcium flux | Mas-related G-protein coupled receptor member X1 (Homo sapiens), Q96LB2 | FDSS; hits give high values | B-score at 10 µM | 310,000 compounds, 0.63% hits | AID 588675, 2011;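 active means plate-corrected calcium response at least 3 library SD above typical, normal starting fluorescence, not activating the receptor alone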;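 further: compound read alongside a low EC10 to EC30 dose of BAM8-22 agonist; peak minus trough fluorescence over baseline measured at the second addition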
Target sequence (Q96LB2 whole entry, looked up): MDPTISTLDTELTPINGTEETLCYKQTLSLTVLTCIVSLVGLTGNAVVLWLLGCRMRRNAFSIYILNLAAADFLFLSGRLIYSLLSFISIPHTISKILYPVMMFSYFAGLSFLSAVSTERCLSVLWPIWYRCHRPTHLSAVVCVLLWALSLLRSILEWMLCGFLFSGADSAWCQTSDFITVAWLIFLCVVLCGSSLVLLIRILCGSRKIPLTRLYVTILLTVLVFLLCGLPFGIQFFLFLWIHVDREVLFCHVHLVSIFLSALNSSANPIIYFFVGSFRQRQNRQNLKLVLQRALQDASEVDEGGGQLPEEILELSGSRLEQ
TMEM16A act = TMEM16A chloride channel activators or potentiators, primary screen, cell-based, HTS; Anoctamin-1 (Mus musculus), Q8BHY3; HEK293 TMEM16A/YFP-H148Q/I152L, iodide quench fluorescence; hits give low values; B-score at 10 µM; 340,000 compounds, 0.3% hits;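 active means fluorescence-ratio B-score plate-corrected deviation score at least 3 library SD below zero, with starting fluorescence score within 5 deviations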;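 further: channel opened by trigger with iodide after compound preincubation; score built on the fluorescence ratio of max minus min over baseline; more negative score means more quench and so TMEM16A activation or potentiation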
TRPC4 block = inhibitors of mouse TRPC4 channel, primary screen, Fluo4 calcium, HEK293 TRPC4beta/mu-opioid cells | 300,000 compounds, 0.39% hits | B-score at 10 µM | DAMGO-evoked Fluo4 calcium flux; hits give low values | Short transient receptor potential channel 4 (Mus musculus), Q9QUQ5;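 active means B-score over 3 SD under the library average, no early fluorescence shift, positive overall ratio signal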
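material = TRPC4beta/mu-opioid receptor HEK293 cell line | probe or stimulus = sequential submaximal and maximal DAMGO stimulation | compound dosing = one concentration per compound | measured by = Fluo4 Ca2+ flux fluorescence | evaluation = integrated fluorescence ratio relative to baseline, converted to per-well B score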
MrgX1 ag = agonists of human MrgX1 receptor, primary screen, HEK293 cells, Fluo-4 calcium flux; Mas-related G-protein coupled receptor member X1 (Homo sapiens), Q96LB2; Fluo-4 calcium fluorescence, agonist mode; hits give high values; B-score at 10 µM; 310,000 compounds, 0.44% hits;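 active means calcium response B-score plate-corrected fluorescence ratio at least 3 library SD, with starting fluorescence B-score inside 5 SD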
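Assay system: stable human MrgX1 HEK293 cell line. Quantity: 15,000 cells per well. Schedule: cells plated overnight, dye loaded 0.5 h 37 °C, 0.5 h room temperature. Detection: Fluo-4 NW calcium-flux fluorescence, kinetic read. Read-out basis: peak-minus-minimum fluorescence over baseline, converted to B scores. Control set: positive and negative control wells on each plate.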
TMEM16A inh = TMEM16A chloride channel inhibitors, primary screen, cell-based, HTS | Anoctamin-1 (Mus musculus), Q8BHY3 | HEK293 TMEM16A/YFP iodide influx fluorescence, ionomycin | normalized B-score (activity score, 25-100; higher = stronger inhibition) at 10 µM | 310,000 compounds, 1.2% hits | AID 588511, 2011;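 active means ratio plate-corrected score three or more library SD toward inhibition, starting fluorescence score within five deviations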;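 further: score derived from kinetic fluorescence span divided by baseline fluorescence per well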
RGS4 inh = RGS4 inhibitors, primary screen, cell-based, HEK293 M3R inducible RGS4, calcium flux; Regulator of G-protein signaling 4 (Homo sapiens), P49798; Fluo-4 calcium flux; hits give high values; triggered by carbachol at its EC20; B-score at 10 µM; 310,000 compounds, 0.45% hits; AID 463165, 2010;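 active means B-score, a plate-corrected calcium signal, over three deviations above library mean, with baseline fluorescence within five deviations of library mean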;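 further: RGS4 expression induced by doxycycline in cells with stable M3 receptor; B-score is computed from the integrated fluorescence ratio over baseline after carbachol; higher B-score means a larger calcium signal and so more RGS4 inhibition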
Target sequence (P49798 whole entry, looked up): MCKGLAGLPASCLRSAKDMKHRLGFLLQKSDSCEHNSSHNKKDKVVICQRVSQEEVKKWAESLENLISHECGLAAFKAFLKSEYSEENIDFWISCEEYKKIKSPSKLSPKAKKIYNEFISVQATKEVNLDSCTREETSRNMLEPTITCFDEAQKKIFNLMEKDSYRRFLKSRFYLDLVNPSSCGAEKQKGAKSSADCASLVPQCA
TRPC4 act = activators of mouse TRPC4 channel, primary screen, Fluo4 calcium, HEK293 TRPC4beta/mu-opioid cells | Short transient receptor potential channel 4 (Mus musculus), Q9QUQ5 | Fluo4 calcium fluorescence; hits give high values | B-score at 10 µM | 310,000 compounds, 0.49% hits;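 active means B-score above 5 SD of library B-scores, and initial fluorescence ratio not above library mean plus 5 SD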;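 further: positive B-score marks a calcium rise read as TRPC4 activation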
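Assay system: HEK293 stable line with TRPC4beta plus mu-opioid receptor. Times: dye 45 min RT, read 110 s. Measured by: kinetic Fluo4 calcium fluorescence. Measure: B score of integrated ratio. Controls: assay buffer as low control, maximal DAMGO as high control.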
TRPC6 act = mouse TRPC6 channel activators, primary screen, cell-based, HEK293, membrane potential dye | Short transient receptor potential channel 6 (Mus musculus), Q61143 | HEK293-TRPC6 membrane potential dye fluorescence; hits give high values | B-score at 10 µM | 310,000 compounds, 0.13% hits;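 active means B-score of the integrated fluorescence ratio above library mean plus 3 SD, and starting fluorescence ratio within library mean plus 5 SD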;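 further: higher score means more depolarization so channel activation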
TRPC4 PAM = positive allosteric modulators of TRPC4, primary screen, cell-based, mouse TRPC4beta, HEK293 mu-opioid, Fluo-4 calcium; Short transient receptor potential channel 4 (Mus musculus), Q9QUQ5; DAMGO EC20, Fluo-4 Ca2+ flux; hits give high values; B-score at 10 µM; 310,000 compounds, 0.42% hits; AID 2227, 2009;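 active means B-score of calcium response area above 5 SD of library B-scores, with initial fluorescence ratio within 5 SD of library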;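 further: B-score of integrated fluorescence ratio over time as area under calcium response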
MrgX1 antag = antagonists of human MrgX1 receptor, primary screen, HEK293 cells, Fluo-4 calcium flux | Mas-related G-protein coupled receptor member X1 (Homo sapiens), Q96LB2 | B-score at 10 µM | 310,000 compounds, 1.3% hits | AID 588676, 2011 | BAM8-22 antagonism; hits give low values;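 active means calcium-response B-score plate-corrected more than 3 library SD below zero, starting fluorescence within 5 deviations, no agonist response on first addition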;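 further: peak minus trough fluorescence over baseline after final BAM8-22 challenge near maximal dose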
* hit, by the source's call; i = inactive; . = not tested or not shown.

SMILES	TRPC6 inh	MrgX1 PAM	TMEM16A act	TRPC4 block	MrgX1 ag	TMEM16A inh	RGS4 inh	TRPC4 act	TRPC6 act	TRPC4 PAM	MrgX1 antag
Nc1ccc(-n2cc(-c3ccccc3)[nH]c2=S)cc1	i	i	i	i	i	i	i	i	i	i	i
C#CCNC(=O)C1CCN(c2ccc(S(=O)(=O)N3CCOCC3)cc2Cl)CC1	i	i	i	i	i	i	i	i	i	i	i
CCOC(=O)C1C(c2ccc(OC)c(OC)c2)c2c([nH][nH]c2=O)CC1(C)O (configuration not stated)	i	i	i	i	i	i	i	i	i	i	i
COc1ccc(-c2cc3nc(C4CCN(C(=O)OC(C)(C)C)CC4)c(C(=O)O)cn3n2)cc1	i	i	i	i	i	i	i	i	i	i	i
Clc1cccc(CSc2nnc(-c3cccnc3)n2Cc2ccco2)c1	i	i	i	i	i	i	i	i	i	i	i
COC(=O)CCC(=O)c1ccc(OC)c(Cl)c1	i	i	.	i	i	i	i	i	i	i	i
N#CCCn1cc(C(CC(=O)c2ccccc2)C(=O)O)c2ccccc21 (configuration not stated)	i	i	i	i	i	i	i	i	i	i	i
CN1C(=O)C(CC(=O)NC2CCCCC2)N(C)C1=O (configuration not stated)	i	i	i	i	i	i	i	i	i	i	i
Cc1ccc(S(=O)(=O)c2c(C)cc(C)[nH]c2=O)cc1	i	i	i	i	i	i	i	i	i	i	i
CCOc1ccc(/C=N/NC(=O)c2csc(C)c2C)c(OCC)c1	i	i	i	i	i	i	i	i	i	i	i
CCOC(=O)N1CCN(C2=NC3(CCCCC3)C(C#N)C(=O)N2)CC1 (configuration not stated)	i	i	i	i	i	i	i	i	i	i	i
CS(=O)(=O)N1Cc2ccccc2CC1C(=O)O (configuration not stated)	i	i	i	i	i	i	i	i	i	i	i
O=C(O)c1ccc(CN2C(=O)c3ccc(Oc4ccc([N+](=O)[O-])cc4)cc3C2=O)cc1	i	i	i	i	i	i	i	i	i	i	i
O=C(Nc1ccc2c(c1)CCCN2C(=O)c1cccs1)c1cccc(F)c1	i	i	i	i	i	i	i	i	i	i	i
O=C(N/N=C/c1ccccc1)NC1CCCCC1	i	i	i	i	i	i	i	i	i	i	i
Cn1ncc(Cl)c1C(=O)N/N=C/c1cc2c(cc1[N+](=O)[O-])OCO2	i	i	i	i	i	i	i	i	i	i	i
O=c1cc(CO)oc(C(Nc2ccccn2)c2cccc(F)c2)c1O (configuration not stated)	i	i	i	i	i	i	i	i	i	i	i
CCCCn1c(N)c(N(CC(C)C)C(=O)c2ccc(S(=O)(=O)N3CCCCC3)cc2)c(=O)[nH]c1=O	i	i	i	i	i	i	i	i	i	i	i
CN(Cc1ccccc1)S(=O)(=O)c1cccs1	i	i	i	i	i	i	i	i	i	i	i
N#Cc1c(N2CCCC2)ccc(Br)c1Cl	i	i	i	i	i	i	i	i	i	i	i
CCC(/C=N/NC(=O)C(=O)N/N=C/C(CC)CC)CC	i	i	i	i	i	i	i	i	i	i	i
Cc1c(C(=O)N2CCCCCC2)c(S(=O)(=O)Nc2ccccc2F)c(C)n1C	i	i	i	i	i	i	i	i	i	i	i
CC(C)(C)CN1CCNC(=O)C1CC(=O)NCCc1ccccc1F (configuration not stated)	i	i	i	i	i	i	i	i	i	i	i
O=C1CN(C(=O)CCN2CCOCC2)C(c2ccccc2)c2cc(Br)ccc2N1 (configuration not stated)	i	i	i	i	i	i	i	i	i	i	i
COC(=O)c1ccc(-n2cnc3ccccc32)nc1	i	i	i	i	i	i	i	i	i	i	i

Next part:
SMILES	TRPC6 inh	MrgX1 PAM	TMEM16A act	TRPC4 block	MrgX1 ag	TMEM16A inh	RGS4 inh	TRPC4 act	TRPC6 act	TRPC4 PAM	MrgX1 antag
O=C(Nc1ccc2c(c1)OCCO2)C1CCCN(S(=O)(=O)c2cccnc2)C1 (configuration not stated)	i	i	i	i	i	i	i	i	i	i	i
C=CCNC(=O)c1c(N)n(-c2ccc3c(c2)OCO3)c2nc3ccccc3nc12	i	i	i	i	i	i	i	i	i	i	i
CCOC(=O)c1c(NC(=O)c2cc(-c3cccc(O)c3)on2)sc(C(C)=O)c1C	i	i	i	i	i	i	i	i	i	i	i
O=c1[nH]cnc2c1C(c1ccccc1)c1c(nc[nH]c1=O)O2	i	.	i	i	.	.	i	i	i	i	.
O=C(CSc1ccc(C(F)(F)F)cc1[N+](=O)[O-])NCCOc1ccccc1	i	i	i	i	i	i	i	i	i	i	i
Cc1cc2c(cc(C(=O)NCc3cccnc3)n2Cc2ccc(Cl)cc2)o1	i	i	i	i	i	i	i	i	i	i	i
O=C(CSc1nc2scc(-c3ccccc3)c2c(=O)[nH]1)NCCc1ccccc1	i	i	i	i	i	i	i	i	i	i	i
CCn1c(COc2cccc(OC)c2)nnc1SCC(=O)Nc1cccc(OC)c1	i	i	i	i	i	i	i	i	i	i	i
C=CCNC(=S)NNC(=O)c1cccn(Cc2ccc(Cl)cc2Cl)c1=O	i	i	i	i	i	i	i	i	i	i	i
C/C(=N\NC(=S)NC(C)C)c1ccccc1	i	i	i	i	i	i	i	i	i	i	i
CCOC(=O)N1CCC(N2CCN(S(=O)(=O)c3ccc(C)cc3)CC2)CC1	i	i	i	i	i	i	i	i	i	i	i
COc1ccc(NC(=O)/C(C#N)=C\c2ccc(OCc3ccc(C(=O)O)cc3)c(OC)c2)cc1	i	i	i	i	i	i	i	i	i	i	i
Cc1ccccc1C(=O)N1CCN(c2ccc(NC(=O)c3cccc(OC(C)C)c3)cc2)CC1	i	i	i	i	i	i	i	i	i	i	i
O=C1NC(=O)C(=C2CCCCCC2)S1	i	i	i	i	i	i	i	i	i	i	i
COc1ccc(-c2cc(C(=O)NCC(c3ccccc3)N(C)C)c3ccccc3n2)cc1OC (configuration not stated)	i	i	i	i	i	i	i	90*	i	i	i
Cc1cc(-n2cccn2)ccc1CN1CCN(CC(C)C)C(CCO)C1 (configuration not stated)	-8.3*	i	i	i	i	i	i	i	i	i	i
COc1ccc(C(C)=O)cc1CN1C(=O)C(C)N(c2ccc(C)cc2)C1=O (configuration not stated)	i	i	i	i	i	i	i	i	i	i	i
COc1ccc(NC(=O)c2ccc(Cl)c(NC(=O)c3ccncc3)c2)cc1	i	i	.	i	i	i	i	i	i	i	i
CC(=O)Nc1ccc(S(=O)(=O)Nn2cnnc2)cc1	i	i	i	i	i	i	i	i	i	i	i
CC(=O)c1c(C)[nH]c(C(=O)OCc2ccc(Br)cc2)c1C	i	i	i	i	i	i	i	i	i	i	i
CCN(CC)c1ccc(C(=O)OCC(=O)NC2CCCCC2C)cc1 (configuration not stated)	i	i	i	i	i	i	i	i	i	i	i
CC1CN(c2ccc(C(F)(F)F)cc2[N+](=O)[O-])CCN1S(C)(=O)=O (configuration not stated)	i	i	i	i	i	i	i	i	i	i	i
Cc1ccc(NC(=O)CSc2nnc(NC(=O)C3CC3)s2)cc1C	i	i	i	i	i	i	i	i	i	i	i
Cc1cc(OCCN2CCCC2)ccc1[N+](=O)[O-]	i	i	i	i	i	i	i	i	i	30*	i
Cc1cccc(OCCCC(=O)Nc2ccc(S(N)(=O)=O)cc2)c1	i	i	i	i	i	i	i	i	i	i	i

More structures follow:
SMILES	TRPC6 inh	MrgX1 PAM	TMEM16A act	TRPC4 block	MrgX1 ag	TMEM16A inh	RGS4 inh	TRPC4 act	TRPC6 act	TRPC4 PAM	MrgX1 antag
O=C(CSc1ccc(-c2ccco2)nn1)NCCc1ccccc1	i	i	i	i	i	i	i	i	i	i	i
OCC1(Cc2cccc(F)c2)CCN(Cc2ccc3cccc(F)c3n2)CC1	i	i	i	i	i	i	i	i	i	i	i
Cn1cnc2cc(OC(=O)c3ccccc3)ccc21	i	i	i	i	i	i	i	i	i	i	i
O=C(COc1ccccc1[N+](=O)[O-])OCCCOC(=O)COc1ccccc1[N+](=O)[O-]	i	i	i	i	i	i	i	i	i	i	i
Cc1c(C(=O)N2CCCCC2)c(S(=O)(=O)N2CCc3ccccc32)c(C)n1C	i	i	i	i	i	i	i	i	i	i	i
Cc1nc2nc(Cc3ccccc3)nn2c(C)c1Cl	i	i	i	i	i	i	i	i	i	i	i
CS(=O)(=O)NN1C(=O)c2ccccc2NC1c1ccccc1F (configuration not stated)	i	i	i	i	i	i	i	i	i	i	i
CC(C)Oc1cccc(C(=O)N/N=C/c2ccoc2)c1	i	i	i	i	i	i	i	i	i	i	i
COc1ccc2c(c1)C(C)=CC(C)(C)N2C(=O)C(C)N1C(=O)c2ccccc2C1=O (configuration not stated)	i	i	i	i	i	i	i	i	i	i	i
CN1CCCN(S(=O)(=O)c2cccc(Cl)c2Cl)CC1	i	i	i	i	i	i	i	i	i	i	i
CCOCCCN1CC(=O)N2[C@@H](Cc3c([nH]c4ccccc34)C2(C)C)C1=O	i	i	i	i	i	i	i	i	i	i	i
CC(C)CC1(C(=O)O)NC(c2ccccc2O)C2C(=O)N(C(C)C)C(=O)C21 (configuration not stated)	i	i	i	i	i	i	i	i	i	i	i
CCN(CC(=O)Nc1ccccc1OC)C(=O)CCc1ccccc1	i	i	i	i	i	i	i	i	i	i	i
Cc1ccc(-c2nn(CC(=O)NC(C)c3ccccc3)c(=O)c3ccccc23)cc1 (configuration not stated)	i	i	i	i	i	i	i	i	i	i	i
COc1ccc(N2CCc3c(C)nc4c(OC)cc(OC)cc4c32)c(OC)c1	i	i	i	i	i	i	i	i	i	i	i

Outcome played no part in choosing rows, and some 5.8% of all compounds hit somewhere here.
